RECQ1 inh – blocks DNA unwinding by human RECQ1. P46063. RECQ1 DNA unwinding, red fluorescence kinetic read. Potency, µM (doses to about 57.3 µM), without a hit: top-dose activity, negative = inhibition, most hits filed as inhibitors. hit rate 0.54% among 240,000;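 note: plate controls were vehicle for no effect and no enzyme for full effect; nearly all actives have a fitted effect of over 30% in size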
Target sequence (P46063 whole entry, looked up): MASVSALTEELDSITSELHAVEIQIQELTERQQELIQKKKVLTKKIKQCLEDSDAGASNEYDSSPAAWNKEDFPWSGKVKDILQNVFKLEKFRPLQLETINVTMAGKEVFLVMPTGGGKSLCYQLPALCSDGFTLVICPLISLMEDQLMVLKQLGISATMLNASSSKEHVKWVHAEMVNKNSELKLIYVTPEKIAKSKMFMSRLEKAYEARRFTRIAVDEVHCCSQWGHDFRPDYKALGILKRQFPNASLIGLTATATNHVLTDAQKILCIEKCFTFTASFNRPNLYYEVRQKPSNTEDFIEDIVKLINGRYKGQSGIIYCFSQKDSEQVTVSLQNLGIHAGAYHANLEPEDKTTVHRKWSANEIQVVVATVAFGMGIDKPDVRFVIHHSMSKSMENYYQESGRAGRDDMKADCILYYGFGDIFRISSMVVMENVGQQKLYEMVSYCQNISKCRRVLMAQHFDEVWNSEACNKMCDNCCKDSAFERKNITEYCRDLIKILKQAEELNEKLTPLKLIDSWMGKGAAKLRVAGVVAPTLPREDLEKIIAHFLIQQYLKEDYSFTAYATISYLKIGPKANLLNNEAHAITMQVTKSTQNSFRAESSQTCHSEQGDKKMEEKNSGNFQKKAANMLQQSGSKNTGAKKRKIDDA
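RECQ1T1 50 nM; forked duplex (20 bp + 30-nt ss tails) 200 nM, ATP 2 mM final; pH 8.0, 2 mM MgCl2, 2.5 ug/ml poly(dI-dC); 15 min compound preincubation; discontinuous kinetic read over 2 h at RT.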
SMN2 splice up – enhancers of SMN2 splice variant expression; HEK293 SMN2-luciferase splicing reporter, luminescence, 30-36 h; Potency, µM (series often up to 46.1 µM), inactives show at the highest dose activity change, positive = activation, usual class: activators; hit rate 2.8% among 210,000; AID 1458; note: % of control where 0% means no effect; nearly all actives have a fitted effect of over 55% in size
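HEK293 cells carry an SMN2 […]–luciferase reporter in which exon 7 inclusion puts luciferase in frame. Cells were plated 10-12 h before compound addition, then incubated 30-36 h at 37C. ONE-Glo luminescence was read; sodium butyrate at 4.5 mM final served as control.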
NPSR antagonist – neuropeptide S receptor (human) antagonism, cAMP. Q6W5P4. CHO-NPSR cells, cAMP TR-FRET, antagonist mode. Potency, µM (top dose mostly 38.3 µM), inactives show at the top dose activity change, negative = inhibition, most hits filed as inhibitors. hit rate 1% among 220,000. AID 1461; note: % is set by controls: 0 for no effect and ±100 for the full control effect; nearly all actives have a fitted effect of over 50% in size; many of its hits are not listed in these tables
JMJD2E inh – blocks human JMJD2E demethylase activity | B2RXH2 | JMJD2E catalytic domain, FDH-coupled NADH fluorescence (FDH is formaldehyde dehydrogenase) | Potency, µM (titrated, usually from 57.1 µM), without a hit: at the highest dose activity change, negative = inhibition, actives largely listed as inhibitors | hit rate 1.6% among 230,000 | AID 2147; active = well fitted inhibition curve with a large enough effect, not every such curve was filed as active; inconclusive = small, poorly fitted or top-dose-only effect, or another doubt; inactive = no such curve, though single readings can be large or run the other way;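 note: 0% = wells with enzyme and -100% = buffer wells without enzyme; nearly all actives have a fitted effect of over 50% in size; many of its hits are not listed in these tables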
Target sequence (B2RXH2 1-337 limits assumed): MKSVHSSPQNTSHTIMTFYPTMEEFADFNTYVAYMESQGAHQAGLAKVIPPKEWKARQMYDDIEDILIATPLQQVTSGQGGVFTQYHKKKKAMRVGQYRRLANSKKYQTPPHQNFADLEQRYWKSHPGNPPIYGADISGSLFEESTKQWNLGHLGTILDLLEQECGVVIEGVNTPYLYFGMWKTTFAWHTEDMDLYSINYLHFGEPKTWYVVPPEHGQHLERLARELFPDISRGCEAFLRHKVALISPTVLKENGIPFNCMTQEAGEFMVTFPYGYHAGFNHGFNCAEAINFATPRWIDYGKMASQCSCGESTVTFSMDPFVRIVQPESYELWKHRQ
GoLoco inh red – RGS12 GoLoco-Gai1 interaction inhibition | P63096 | Gai1:RGS12 GoLoco peptide FP, rhodamine, 10 min | Potency, µM (top dose mostly 61.6 µM), for inactives: top-dose activity, negative = inhibition, most hits filed as inhibitors | hit rate 0.44% among 230,000 | AID 880; active = well fitted inhibition curve with a large enough effect, not every such curve was filed as active; inactive = no such curve, though single readings can be large or run the other way; note: % is set by controls: 0 for no effect and ±100 for the full control effect; nearly all actives have a fitted effect of over 30% in size; many of its hits are not listed in these tables
IMPase Li cell – IMPase inhibition in cells with lithium potentiation; CHO-M1 cells, IP1 TR-FRET (IP-One), carbachol + lithium; Potency, µM (titrated, usually from 59.4 µM), inactives show at the top dose activity, negative = IMPase inhibition, hits mostly inhibitors; hit rate 0.35% among 210,000;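 note: IP1 builds up when IMPase is blocked and the TR-FRET signal falls; plate controls were basal vehicle for no effect and high inhibitor control for full effect; nearly all actives have a fitted effect of over 50% in size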
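CHO cells stably expressing M1 receptor (2000/well, cultured 16–30 h) treated 30 min at 37C with compound plus low lithium. Cytosolic IP1 by TR-FRET (665/620 ratio and 620 channel) after 10 min lysis; AC50 by Hill fit.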
Epigenetic derep – derepresses silenced GFP reporter in murine cells. murine LDR cells, GFP reporter derepression, 30 h. Potency, µM (series often up to 53.9 µM), inactives show at the highest dose GFP activation, most hits filed as activators. hit rate 0.2% among 280,000; note: % of control where 0% means no effect; nearly all actives have a fitted effect of over 60% in size
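Readout is the number of GFP-expressing murine LDR cells, counted by cytometry following washing. Cells were treated with compound for 30 h at 37 C; the stably integrated CMV-GFP locus is normally silent.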
Luc counter – blocks Kinase-Glo luciferase, a counter-screen artifact. hit rate 0.28% among 200,000. Potency, µM (titrated, usually from 38.3 µM), for inactives: at the highest dose activity change, negative = inhibition, most hits filed as inhibitors. AID 1379. Kinase-Glo luciferase, ATP luminescence, 8 min; note: % is set by controls: 0 for no effect and ±100 for the full control effect; nearly all actives have a fitted effect of over 60% in size
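Compound is pinned into ATP-containing buffer (10 uM ATP, imidazole pH 7.2, 7 mM MgCl2). Kinase-Glo luciferase reagent is then added. Light output is recorded following an 8-min room-temperature incubation.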
Numbers without * were called inactive; i = inactive; ? = inconclusive; . = not tested or not shown; & = joins results of further samples; [ ] = remark or other dose. Unless noted, calls come from the whole dose curve; as a rule, active = well fitted curve in the direction sought with a large enough effect; inconclusive = small, poorly fitted or top-dose-only effect, or another doubt; inactive = no such curve, though single readings can be large; an effect the other way counts as inactive or inconclusive. Potency is the fitted concentration of half-maximal effect. A portion of the library, so the mix of outcomes need not match the whole.

nr	smiles	RECQ1 inh	SMN2 splice up	NPSR antagonist	JMJD2E inh	GoLoco inh red	IMPase Li cell	Epigenetic derep	Luc counter
1	CC12CC(NC(=O)N1c1cccc(C(=O)N3CCN(c4ccccc4F)CC3)c1)c1ccccc1O2 (stereo unspecified)	-5%	-6%	-22%[46.1 µM]	3%	-8%	-5%[38.3 µM]	0.1%	5%
2	CC1(C)CC2c3cccc(C(=O)O)c3C(=O)N2c2c1ccc1ccccc21 (stereo unspecified)	-15%	-9%	10%	?	8%	3%	1.1%	0%
3	CN(C)CCN(Cc1ccccc1)S(=O)(=O)c1ccc2c(c1)n(C)c(=O)c(=O)n2C	5%	.	12%	-4%	1%	.	1.1%	.
4	CCC1(C)Cc2c(sc(NC(=S)NC(=O)c3ccccc3)c2C#N)CO1 (stereo unspecified)	-11%	2%	1%	4%	12%	0%	-0.1%	3%
5	COc1cc2c(-c3ccccc3O)nc3c(c(C)nn3-c3ccccc3)c2cc1OC	6%	-16%	?	?	-3%	?	?	-1%
6	Cc1cc(NC(=O)c2ccc3c(c2)OCO3)no1	-2%	11µM*	-1%[46.1 µM]	-4%	1%	15%[38.3 µM]	-1.1%	-13%
7	CC(NS(=O)(=O)c1ccccc1)C(N)=O (stereo unspecified)	-1%	-6%	10%[46.1 µM]	-2%	-9%	-7%[38.3 µM]	1.1%	-5%
8	O=C(NC(=S)N1CCN(c2nc(-c3ccccc3)cs2)CC1)c1cccnc1	?	-49%[inhibitor]	-6%	-3%	8%	2%	1.0%	2%
9	COc1ccc(N=c2scc(C)n2CCCN2CCCC2=O)cc1	-6%	-1%	-10%	-2%	-6%	26%	1.4%	3%
10	Cc1cccc(NC(=S)NNC(=O)c2ccc3c(c2)OCO3)c1	-2%	13µM*	-3%	-28%	0%	-8%	-4.8%	-5%
11	CCC(CC)NC(=O)Cc1ccc(S(=O)(=O)N2CCOCC2)s1	-16%	-10%	-4%[46.1 µM]	-2%	19%	16%[38.3 µM]	7.1%	1%
12	Cc1cccc(-n2c(O)c(C=Nc3ccc(O)cc3)c3ccccc3c2=O)n1	-7%	16%	-9%	-23%	9%	-1%	3.4%	1%
13	Cc1cc(C)nc(NC(=O)C2c3ccccc3Oc3ccccc32)n1	i	.	-9%	-6%	17%	8%	1.1%	1%
14	CC(C)CC(=O)c1c[nH]c(C(=O)N2CCN(Cc3ccccc3)CC2)c1	i	-14%	-11%	4%	10%	9%	2.4%	-4%
15	CC(=O)Nc1ccc(C2=NNC(=Nc3cccc(S(=O)(=O)N(C)C)c3)SC2)cc1	i	0%	-13%	?	30%	-2%	-3.4%	2%
16	COc1cccc(-c2nc(NCCc3c[nH]c4ccc(OC)cc34)c3ccccc3n2)c1	-22%	24%	.	?	-7%	22%	-0.1%	-3%
17	NC(=O)c1ccccc1NS(=O)(=O)c1ccc2c(c1)OCCO2	-8%	-6%	-14%[46.1 µM]	?	3%	-8%[38.3 µM]	-3.0%	5%
18	CCOc1ccc(-n2c(CCc3ccccc3)n[nH]c2=S)cc1	-13%	.	?	-27%	19%	6%	2.7%	-3%
19	COc1ccc(CC(NC(C)=O)C(=O)NC2CCN(C(=O)Nc3ccccc3Cl)CC2)cc1OC (stereo unspecified)	i	-13%	-6%[46.1 µM]	2%	4%	4%[38.3 µM]	-6.4%	2%
20	O=C(Nc1cccc(Cl)c1)OC1CCCCc2cccnc21 (stereo unspecified)	-20%	.	-24%	1%	1%	.	-2.7%	.
21	COc1cccc(C(=O)NC(=S)Nc2cccnc2)c1	-14%	?	13%	-6%	10%	16%	-1.0%	-6%
22	C(=N\n1cnnc1)/c1cccc(OCCOc2ccccc2)c1	-5%	11µM*	16%[46.1 µM]	-7%	8%	16%[38.3 µM]	5.4%	-3%
23	Cc1cc(OCC(=O)Nn2cnnc2)c(C)cc1Br	i	-3%	1%[46.1 µM]	-5%	4%	15%[38.3 µM]	0.9%	-2%
24	CCn1c(O)c(N=NC(=O)c2cccnc2)c2cc(Br)ccc21	-12%	.	37%	15%	12%	.	3.8%	.
25	NCCC[C@@H](CC(=O)N[C@@H]1CCNC[C@H]1C(=O)N[C@H](CC(=O)N[C@@H](CCC(=O)O)CC(=O)O)Cc1c[nH]c2ccccc12)NC(=O)C[C@H](Cc1ccccc1)NC(=O)[C@@H]1CNCC[C@H]1N	-15%	0%	.	-3%	-11%	14%	-0.3%	2%
26	COc1nc(NC(C)C)nc(N(C#N)CN2C(=O)c3ccccc3S2(=O)=O)n1	-17%	.	-26%	20%	-5%	.	3.0%	.
27	COc1ccc(C2=NN(c3ccccc3)C(c3cccs3)C2)cc1 (stereo unspecified)	10%	.	47%	8%	22%	?	3.1%	-2%
28	C=CCN(C(=O)CN1CCOCC1)c1nc(C)c(-c2ccccc2)s1	10%	25%	-21%[46.1 µM]	3%	7%	25%[38.3 µM]	-1.0%	-3%
29	O=C(CN1C(=O)c2ccccc2S1(=O)=O)NCc1ccccn1	10%	.	-5%[46.1 µM]	2%	7%	7%[38.3 µM]	0.0%	1%
30	NC(=O)C1(c2ccccc2)CCOCC1	0%	34%	0%[46.1 µM]	3%	13%	23%[38.3 µM]	-2.9%	0%

Some values from the list.
O=C(CN1C(=O)c2ccccc2S1(=O)=O)NCc1ccccn1 – Epigenetic derep = 0.0%
O=C(Nc1cccc(Cl)c1)OC1CCCCc2cccnc21 (stereo unspecified) – RECQ1 inh = -20%

Later entries.
nr	smiles	RECQ1 inh	SMN2 splice up	NPSR antagonist	JMJD2E inh	GoLoco inh red	IMPase Li cell	Epigenetic derep	Luc counter
31	O=[N+]([O-])c1ccc(N2CCN(C(=S)NCc3ccc(Cl)cc3)CC2)cc1	-17%	.	57%	-4%	13%	18%	2.4%	.
32	C[N+]1(CCCCSc2ccc(O)cc2)CCCCC1	-7%	5%	16%	-7%	0.63µM*	11%	0.0%	-1%
33	O=C(CSc1cnc2ccccc2n1)NC1CCCC1	-15%	-10%	28%[46.1 µM]	-4%	-12%	?	7.2%	-3%
34	Cc1ccc(OC/C(=N\O)C(C)(C)C)c([N+](=O)[O-])c1	i	5%	-21%	0%	5%	1%	-0.4%	-1%
35	O=C(c1cc2cc(Br)ccc2o1)N1CCCCC1	-7%	11µM*	11%	-12%	38%	1%	-1.3%	-6%
36	O=C(O)CC(=O)Nc1cc(Cl)ccc1O	-5%	-1%	6%[46.1 µM]	8%	2%	23%[38.3 µM]	0.0%	0%
37	Cc1oc2cc(O)ccc2c(=O)c1-c1ccccc1	0%	1%	-4%	?	2%	-10%	3.4%	1%
38	CC1(C)Cc2c(C#N)c(NCC3CCCO3)nc(-c3ccco3)c2CO1 (stereo unspecified)	i	7%	-17%[46.1 µM]	?	-6%	20%[38.3 µM]	-1.0%	0%
39	Cc1cc(C)cc(NC(=O)CSc2nnc(-c3ccccc3)n2N)c1	13%	-11%	?	0%	7%	-13%[38.3 µM]	-0.7%	-2%
40	COC(=O)c1cn(NC(=O)Cc2cccc(OC)c2)c(=O)c2ccccc12	-3%	-6%	10%	?	-1%	-2%	-1.1%	1%
41	Cc1ccsc1/C=N/n1c(-c2cccnc2)n[nH]c1=S	-8%	-24%	-20%[46.1 µM]	-4%	13%	5%[38.3 µM]	-0.3%	3%
42	CCOc1cc(NC(=S)NCC2CCCO2)c(OCC)cc1NC(=O)c1cccc(C)c1 (stereo unspecified)	?	1%	?	5%	3%	3%[38.3 µM]	0.0%	0%
43	COc1ccc(C(=O)NCC(=O)OCC(=O)N2CC(C)CC(C)C2)cc1 (stereo unspecified)	-7%	0%	3%[46.1 µM]	3%	-5%	5%[38.3 µM]	-1.6%	-1%
44	CSc1nnc(-c2cccs2)n1-c1ccccc1	i	18%	-12%[46.1 µM]	?	4%	3%[38.3 µM]	-2.1%	2%
45	COCCCNC(=O)c1ccc2c(c1)OCO2	-5%	16%	6%[46.1 µM]	-3%	4%	15%[38.3 µM]	0.0%	-3%
46	O=C1C2C3C=CC(C3)C2C(=O)N1/N=C/c1cn(Cc2ccc(F)cc2)c2ccccc12 (stereo unspecified)	-14%	-23%	-20%[46.1 µM]	11%	2%	12%[38.3 µM]	-1.2%	6%
47	CCCOc1ccc(Br)cc1/C=N/NC(=O)c1cc(OC)c(OC)c(OC)c1	i	0%	-4%	-23%	6%	4%	-3.0%	0%
48	COc1ccc2ccc(=O)oc2c1CC=C(C)C	-9%	-4%&2%	17%	-15%&-4%	7%&5%	7%&17%	2.9%&2.4%	-5%&-3%
49	CS(=O)(=O)c1ccccc1-c1nc(-c2ccc(C(F)(F)F)cc2)no1	-12%	-5%	-14%[46.1 µM]	-7%	6%	16%[38.3 µM]	0.0%	0%
50	Cn1c(=O)n(C)c2cc(S(=O)(=O)NCC(=O)O)ccc21	-3%	-6%	20%	5%	4%	2%	-0.8%	1%
51	Cc1nn(Cc2cccc(C(=O)Nn3cc([N+](=O)[O-])cn3)c2)c(C)c1[N+](=O)[O-]	1%	12%	4%	-5%	-2%	12%	0.9%	2%
52	COc1ccc(-n2c(SCC(=O)Nc3nccs3)nc3c(c2=O)SC(C)C3)cc1 (stereo unspecified)	-3%	5%	-8%	-5%	-3%	7%	-1.0%	1%
53	CCC1=C2CC[C@H]3C(=O)NC(=O)[C@H]3[C@H]2[C@@]2(C)C(=NCCc3c[nH]c4ccccc34)OC(=O)N2C1=O	-2%	-24%	.	-5%	1%	-5%	4.5%	2%
54	CC1CCCCN1C(=O)/C=C/c1ccccc1[N+](=O)[O-] (stereo unspecified)	0%	-13%	3%	1%	16%	-9%	-4.2%	-1%
55	C/C(CS(=O)(=O)c1ccc(Cl)cc1)=N/NC(N)=S	-6%	-7%	9%	1%	7%	-4%	1.8%	1%
56	Cc1sc(NC(=O)C2C3C=CC(C3)C2C(=O)O)c(C(N)=O)c1-c1ccc(C(C)C)cc1 (stereo unspecified)	-3%	-6%	-42%	-4%	5%	-6%	-0.9%	11%
57	CCC/C(O)=N\S(=O)(=O)c1ccc(N=NN(C)C)cc1	2%	-15%	14%[46.1 µM]	2%	4%	-3%	-2.3%	-4%
